Screens (PubChem BioAssay)
PTHR1 ag – activates the human parathyroid hormone receptor PTHR1 | Q03431 | AID 743266 | Potency, µM (series often up to 115 µM), for inactives: at the highest dose activation, usual class: activators | HEK293 GP2 PTHR1 cells, GloSensor cAMP luminescence, 1 h | 410,000 compounds, 0.075% hits; further: potency means the concentration at half of the fitted maximal effect; nearly all actives have a fitted effect of over 55% in size; some results filed as inactive show a strong effect at the top dose; inactives centre near -15; many of its hits are not listed in these tables
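HEK-293-derived GP2 cells expressing PTHR1 and a GloSensor cAMP reporter, 3,000/well, plated overnight, given luciferin plus IBMX (each 0.5 mM as added) for 1 h at 37 °C, then compound for 1 h at 37 °C. Luminescence was read after 15 min at room temperature.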
HEK293 tox – cytotoxicity in counter-screen for GLP-1R inverse agonists; HEK293 cAMP-luciferase reporter cells, luminescence, 24 h; Potency, µM (top dose mostly 38.3 µM), for inactives: at the top dose activity change, negative = inhibition, actives largely listed as inhibitors; 410,000 compounds, 0.13% hits; AID 624418;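 further: loss of luciferase light is scored as toxicity; potency means the concentration at half of the fitted maximal effect; on the % scale 0 is the no-effect control and ±100 the full control effect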
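Seeding density was 200 cells/uL; after overnight-length (12 h) culture, 23 nL compounds went on for 24 h at 37 °C. Readout used a luciferase detection reagent, luminescence taken after 12 min at room temperature.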
IL2 activator – IL-2 activation. 360,000 compounds, 0.065% hits. activation, % (series mostly up to about 46 µM). IL-2 activation reporter assay, cell-based qHTS; stimulated with anti-CD3/CD4/CD28 beads; in transgenic mouse T cells; in the data active means activation above about 50%; inconclusive means mostly about 30% to 49%; further: 0% is about no effect
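Unstimulated transgenic mouse T cells; 60-min compound exposure; bead-based TCR/CD4/CD28 stimulation; 18 h culture, 37 degrees C; dual fluorescence (EGFP, DsRed) plate cytometry.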
GLP1R ag – GLP-1 receptor (human) agonism | P43220 | HEK293 GLP-1R CRE-luciferase, luminescence, 4-6 h; cells express a hypersensitive GLP-1R form | Potency, µM (doses to about 45.6 µM), without a hit: top-dose activation, actives largely listed as activators | 380,000 compounds, 0.007% hits | AID 624172; further: potency means the concentration at half of the fitted maximal effect; % of control where 0% means no effect
Target sequence (P43220 whole entry, looked up): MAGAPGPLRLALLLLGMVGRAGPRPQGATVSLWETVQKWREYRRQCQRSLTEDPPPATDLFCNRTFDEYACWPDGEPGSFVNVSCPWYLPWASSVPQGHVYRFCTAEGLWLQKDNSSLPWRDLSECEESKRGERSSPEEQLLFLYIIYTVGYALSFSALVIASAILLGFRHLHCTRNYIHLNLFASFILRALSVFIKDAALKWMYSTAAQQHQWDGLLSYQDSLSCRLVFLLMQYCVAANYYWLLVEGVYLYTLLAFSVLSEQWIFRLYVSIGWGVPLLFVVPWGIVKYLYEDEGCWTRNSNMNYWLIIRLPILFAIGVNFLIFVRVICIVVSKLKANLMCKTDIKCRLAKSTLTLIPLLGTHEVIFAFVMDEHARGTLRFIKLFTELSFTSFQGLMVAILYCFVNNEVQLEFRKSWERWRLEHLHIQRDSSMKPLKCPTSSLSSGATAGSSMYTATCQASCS
EPAC1 antag – antagonists of human EPAC1; O95398; Potency, µM (highest dose often 115 µM), without a hit: at the top dose activity change, negative = inhibition, usual class: inhibitors; AID 720709; EPAC1 GEF assay, Rap1b-BODIPY-GDP exchange fluorescence; 360,000 compounds, 0.14% hits;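 further: potency means the concentration at half of the fitted maximal effect; plate controls were vehicle for no effect and positive control for full effect; nearly all actives have a fitted effect of over 50% in size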
PLK1 PBD inh – inhibitors of human PLK1 polo-box domain binding. P53350. Plk1 PBD binding of FITC phosphopeptide, fluorescence polarization. Potency, µM, without a hit: max response, negative = inhibition, actives largely listed as inhibitors. 360,000 compounds, 2.8% hits. AID 720504; further: potency means the concentration at half of the fitted maximal effect; series mostly up to about 57 µM; on the % scale 0 is the no-effect control and ±100 the full control effect; nearly all actives have a fitted effect of over 65% in size
EPAC1 agonist – agonists of human EPAC1. O95398. EPAC1 agonist qHTS, biochemical assay; response scale: 100% = response to 6.5 mM cAMP. Potency, µM (titrated, usually from 154 µM), inactives show at the top dose activation, actives largely listed as activators. 360,000 compounds, 0.073% hits. AID 720707; further: potency means the concentration at half of the fitted maximal effect; nearly all actives have a fitted effect of over 60% in size
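Fluorescent GDP-exchange assay: 100 nM EPAC1 with 250 nM Rap1B preloaded with BODIPY-GDP and 50 uM GDP; compounds tested as concentration series, 5 min at room temperature, then read every 5 min for 30 min (ex 480/em 540 nm); normalized to 6.5 mM cAMP.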
GLP-1R inv ag – inverse agonists of human GLP-1 receptor; P43220; HEK293 GLP-1R CRE-luciferase, luminescence, 24 h; GLP-1R form is constitutively active; Potency, µM (doses to about 38.3 µM), without a hit: top-dose activity change, negative = inhibition, most hits filed as inhibitors; 410,000 compounds, 1.6% hits; further: potency means the concentration at half of the fitted maximal effect; on the % scale 0 is the no-effect control and ±100 the full control effect; nearly all actives have a fitted effect of over 55% in size
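HEK293 cells stably co-expressing a cAMP-responsive luciferase reporter and constitutively active GLP-1R were seeded, incubated 12 h, then exposed to compounds for 24 h at 37 C. Luminescence was read 12 min after detection reagent; inverse agonists lower signal.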
PI5P4K alpha inh – PI5P4K alpha (human) kinase inhibition | P48426 | PI5P4Kalpha enzyme, ADP-Glo luminescence, 60 min; active compounds read low | max response, % | 330,000 compounds, 1.2% hits; active means max response of -50% or lower; inconclusive means between -30% and -50%; inactive means -30% or higher; further: value at the top dose of about 77 µM; on the % scale 0 is the no-effect control and ±100 the full control effect
Target sequence (P48426 whole entry, looked up): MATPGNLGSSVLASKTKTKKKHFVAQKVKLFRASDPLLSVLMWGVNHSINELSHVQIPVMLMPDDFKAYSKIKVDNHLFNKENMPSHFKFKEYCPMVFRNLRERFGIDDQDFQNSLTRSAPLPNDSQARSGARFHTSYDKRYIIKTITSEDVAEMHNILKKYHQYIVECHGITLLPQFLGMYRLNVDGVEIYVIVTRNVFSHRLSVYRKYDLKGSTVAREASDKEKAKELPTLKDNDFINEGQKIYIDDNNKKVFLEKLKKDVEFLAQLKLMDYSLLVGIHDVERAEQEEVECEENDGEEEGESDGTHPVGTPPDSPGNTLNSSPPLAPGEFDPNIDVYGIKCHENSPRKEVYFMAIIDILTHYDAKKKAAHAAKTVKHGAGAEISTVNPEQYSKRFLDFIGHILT
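Reactions run in 0.038 M HEPES pH 7.4, 0.28 mM EGTA, 0.1% CHAPS and 5% DMSO, with PI5P4Kalpha, substrate, compound and 5 microM ATP final, one hour at room temperature. Readout is ADP-Glo luminescence.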
* hit, by the source's call; i = inactive; ? = inconclusive; · = not tested or not shown; [ ] = another dose, or the depositor's remark. Unless noted, the call rests on the fitted dose curve; in most records, active means well fitted curve in the direction sought with a large enough effect; inconclusive means small, poorly fitted or top-dose-only effect, or another doubt; inactive means no such curve, though single readings can be large; an effect the other way counts as inactive or inconclusive. The list is partial; the hit share may differ from the screen's.

item	molecule	PTHR1 ag	HEK293 tox	IL2 activator	GLP1R ag	EPAC1 antag	PLK1 PBD inh	EPAC1 agonist	GLP-1R inv ag	PI5P4K alpha inh
1	O=C(NCC1CCCO1)C(c1cccs1)N(Cc1cccs1)C(=O)c1ccc(-c2ccccc2)[nH]1 (stereo not given)	-32%[inhibitor]	-17%	-0.5	-3%	0%	-6%	16%	?	11
2	CCC(C)(C(=O)NC1CCCCC1)N(Cc1ccco1)C(=O)c1ccccn1 (stereo not given)	-13%	-20%	-2.8	2%	15%	2%	-9%	-3%	5
3	CSc1nc(=S)n(-c2ccccc2)c(C)c1C(C)=O	-11%	-5%	-0.3	17%	-19%	?	-3%	19%	-5
4	CC(C)n1c(N2CCN(C(=O)c3cccs3)CC2)nc2ccccc21	i	-7%	-0.3	5%	0%	-11%	3%	-25%	-2
5	CCc1nc2c(OCc3ccc(OC)cc3)cccn2c1N(C)C(=O)c1ccncc1	i	-2%	0.2	9%	-7%	-10%	-6%	23%	1
6	Cc1cc(NC(=O)COC(=O)C2=NN(c3ccccc3)C(=O)CC2)c([N+](=O)[O-])cc1C	-5%	-6%	0.2	-5%	12%	-8%	-4%	14%	4
7	Cc1cccc(N2CCN(C(=O)Cc3c(C(=O)O)[nH]c4ccc(Cl)cc34)CC2)c1C	i	13%	-0.8	-8%	-4%	?	0%	?	-6
8	NC(Cc1ccc(F)cc1)c1csc(Nc2ccc(C(=O)NCCCO)cn2)n1 (stereo not given)	i	-2%	0.7	3%	-2%	0%	-2%	-22%	-5
9	CN(C(=O)c1ccc(F)cc1)c1ccc(OCC(=O)Nc2ccccc2C(=O)O)cc1	i	2%	-1.0	-12%	13%	0%	-4%	45%[activator]	-21
10	COc1ccc(C(C(=O)NC2CCCC2)N(CC2CCCO2)C(=O)Cn2nnc(-c3ccc(C)o3)n2)cc1 (stereo not given)	i	-14%	0.0	7%	2%	-6%	12%	-4%	-4
11	CC(=O)Oc1ccccc1Cn1c(C)c(C(=O)NCc2cccc(Cl)c2)sc1=O	-39%[inhibitor]	-15%	1.9	0%	-23%	4%	-15%	?	1
12	CC(=O)c1ccc(OCCCC(=O)Nc2ccc3c(c2)OCCO3)cc1	-16%	7%	-0.4	0%	-20%	-17%	-4%	-7%	3
13	Cc1ccc(C)c(NNC(=O)C(=O)NNc2cc(C)ccc2C)c1	-29%	-20%	-0.6	-26%	-2%	1%	4%	?	5
14	Oc1ccc(CCc2n[nH]c(=S)n2-c2ccc(F)cc2)cc1	i	-30%	0.0	5%	-5%	-8%	8%	15%	-9
15	O[C@H]1CN(CC2CCCCC2)[C@@H](c2ccc(Cl)cc2)C[C@@H]1n1cc(-c2ccc(F)cc2)nn1	-61%[inhibitor]	4%	-3.7	8%	2%	1%	-21%	4%	2
16	COc1ccc(CCN(C(=O)c2ccc(F)cc2)C2=CC3CCC(C2)N3C)cc1OC (stereo not given)	i	0%	-0.4	2%	0%	1%	2%	3%	-1
17	COc1ccc(CS(=O)(=O)c2ncn[nH]2)cc1	i	1%	-0.9	0%	5%	-4%	7%	-8%	6
18	O=C1CCCc2cc(S(=O)(=O)N3CCCC(C(=O)NCc4ccc(Cl)cc4)C3)ccc2N1 (stereo not given)	-19%	-3%	·	-2%	·	·	·	-18%	·
19	COc1ccc(C(C(=O)NC2CCCCC2)N(C(=O)CCl)c2cccc(Cl)c2)cc1 (stereo not given)	-41%	-15%	-0.7	-34%[inhibitor]	-2%	-13%	-7%	2.8µM*	4
20	CC(OC(=O)C1=COCCO1)C(=O)c1ccc(C(C)(C)C)cc1 (stereo not given)	-6%	9%	-4.7	1%	-7%	-3%	-3%	?	13
21	Cc1cccc(NC(=O)c2ccc(CN3CCc4ccccc4C3)cc2)c1C	-28%	-14%	-3.6	11%	2%	-5%	-4%	-33%	-4
22	CCOC(=O)c1cccc(NC(=O)C2CCCN2S(=O)(=O)c2cccc3cccnc23)c1 (stereo not given)	i	2%	-2.8	20%	-6%	-6%	-5%	56%[activator]	-6
23	COc1ccc(COC(=O)c2sc3nc4n(c(=O)c3c2C)CCC4)cc1	-5%	-4%	6.7	0%	0%	2%	-6%	30%	2
24	CCc1nc2oc3ccccc3c(=O)c2c(=O)n1-c1ccccc1	i	14%	0.7	3%	-13%	-6%	9%	17%	·
25	O=C(CN1CCN(c2ccccn2)CC1)Nc1ccc(F)cc1	-20%[57.5 µM]	-15%	-0.5	1%	7%	2%	-1%	-30%	-8
26	COc1c[nH]n(-c2ccccc2)c(=O)c1=O	16%	1%	0.1	-4%	-15%	-1%	-2%	14%	-3
27	COc1ccccc1N(Cc1cc(=O)[nH]c2ccccc12)C(C)=O	-37%	2%	1.5	-8%	-29%	0%	5%	8%	8
28	Cc1cc(C)c2c(CC(=O)Nc3ccc(Cl)cn3)coc2c1	-17%	60%	-0.6	-12%	-9%	-4%	-4%	-15%	-4
29	Nn1c(COc2ccccc2)nnc1SC(F)F	i	-11%	-1.6	-9%	3%	1%	0%	-9%	·
30	CC(Sc1nnc(N)s1)c1ccccc1Cl (stereo not given)	i	-10%	0.7	-4%	-7%	?	-6%	-8%	-8
31	CC1=C(C(N)=O)C(c2cccc(O)c2)n2ncnc2N1 (stereo not given)	-19%	1%	·	-3%	·	·	·	1%	·
32	c1ccc(CNc2c3c(nc4ncnn24)CCCC3)nc1	i	9%	0.7	-3%	-12%	-24%	-2%	26%	-9
33	COC(=O)C(Cc1c[nH]c2ccccc12)NC(=O)C(C)C (stereo not given)	i	-7%	0.0	-4%	-3%	-2%	-2%	-5%	-3
34	CCOC(=O)COc1cc(-n2c(=S)[nH]c3cc(OC)c(OC)cc3c2=O)c(Cl)cc1Cl	-24%	6%	-4.0	4%	-26%	-16%	13%	-2%	-9
35	CC(=O)OCP(C)(=O)COC(C)=O	i	14%	-0.1	2%	-7%	-10%	5%	7%	5
36	Cc1ccc(N2CC(C(=O)OCC(=O)Nc3cccc(Cl)c3C)CC2=O)cc1 (stereo not given)	0%	-10%	1.7	-10%	10%	-8%	-1%	-5%	3
37	COc1ccccc1N1CCN(C(=O)CSc2nc3ccccc3nc2N2CCC(C)CC2)CC1	-21%	-1%	-0.5	9%	4%	-7%	-3%	5µM*	5
38	CC(C)(CO)NC12CC3CC(CC(C3)C1)C2	-14%	-6%	-0.8	2%	0%	-8%	3%	-3%	3
39	Nc1ccccc1C(=O)N(Cc1ccccc1)Cc1ccccc1	i	-5%	0.9	-1%	-15%	-2%	14%	0%	0
40	CC(=O)n1cc([C@@H]2C=C(C(=O)Nc3ccccc3)O[C@H](OCc3ccc(CO)cc3)C2)c2ccccc21	i	-1%	-0.1	5%	-19%	18%	6%	?	-8

As a short view, 2 of the compounds above:
item	molecule	PTHR1 ag	HEK293 tox	IL2 activator	GLP1R ag	EPAC1 antag	PLK1 PBD inh	EPAC1 agonist	GLP-1R inv ag	PI5P4K alpha inh
39	Nc1ccccc1C(=O)N(Cc1ccccc1)Cc1ccccc1	i	-5%	0.9	-1%	-15%	-2%	14%	0%	0
40	CC(=O)n1cc([C@@H]2C=C(C(=O)Nc3ccccc3)O[C@H](OCc3ccc(CO)cc3)C2)c2ccccc21	i	-1%	-0.1	5%	-19%	18%	6%	?	-8

Next section:
item	molecule	PTHR1 ag	HEK293 tox	IL2 activator	GLP1R ag	EPAC1 antag	PLK1 PBD inh	EPAC1 agonist	GLP-1R inv ag	PI5P4K alpha inh
41	CC1CCN(S(=O)(=O)c2ccc(C(=O)NCc3cccnc3)cc2)CC1	0%	-1%[0.307 µM]	1.2	0%	4%	-2%	-1%	-10%[0.307 µM]	1
42	O=c1c2ccccc2nnn1Cc1ccccn1	-10%	1%	-1.3	?	-4%	-5%	4%	9%	·
43	CN(c1ccc(C(=O)O)cc1)S(=O)(=O)c1ccc(Cl)cc1	-10%	2%	-2.4	-16%	3%	-4%	4%	3%	-9
44	Cc1n(CC(=O)c2ccc(F)cc2)c2ccccc2[n+]1C	-12%	6%	-0.9	5%	-9%	-12%	4%	-15%	4
45	O=C(CSc1ncnc2c1oc1ccccc12)c1cccs1	-15%[57.5 µM]	45%[activator]	2.3	33%	0%	-14%	-5%	13%	-8
46	CN1C(=O)CC(NNC(=O)c2ccc(Cl)cc2)C1=O (stereo not given)	-3%	-3%	0.4	0%	-1%	-8%	-2%	5%	0

4 entries picked at random from those above:
item	molecule	PTHR1 ag	HEK293 tox	IL2 activator	GLP1R ag	EPAC1 antag	PLK1 PBD inh	EPAC1 agonist	GLP-1R inv ag	PI5P4K alpha inh
41	CC1CCN(S(=O)(=O)c2ccc(C(=O)NCc3cccnc3)cc2)CC1	0%	-1%[0.307 µM]	1.2	0%	4%	-2%	-1%	-10%[0.307 µM]	1
46	CN1C(=O)CC(NNC(=O)c2ccc(Cl)cc2)C1=O (stereo not given)	-3%	-3%	0.4	0%	-1%	-8%	-2%	5%	0
42	O=c1c2ccccc2nnn1Cc1ccccn1	-10%	1%	-1.3	?	-4%	-5%	4%	9%	·
44	Cc1n(CC(=O)c2ccc(F)cc2)c2ccccc2[n+]1C	-12%	6%	-0.9	5%	-9%	-12%	4%	-15%	4
